Screens: PubChem BioAssay, NMMLSC
LNCaP diff act – promotes differentiation of LNCaP prostate cells; flow cytometry side scatter, 4 d; side scatter shift, % at 10 µM; hit rate 0.56% among 24,000; AID 795;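 active = side scatter shift above 30%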;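 also: androgen-responsive LNCaP prostate cancer cells in charcoal-stripped serum medium; percent of cells past a gate set so DMSO wells show 10% shift; higher shift means more granular cells and more differentiation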
Jurkat autofluor – compound fluoresces in Jurkat cells, VLA-4 screen interference; hit rate 0.61% among 24,000; fluorescence ratio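 (tested at 10 µM compound in the well)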; AID 576; compound autofluorescence, flow cytometry; stronger effect = higher value; 1 = vehicle-only cell background;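 active = fluorescence ratio above 2.44, which is 1 plus 3 SD of all ratios; inconclusive = signal too bright to measure linearly, ratio around 10 or more; inactive = fluorescence ratio below 2.44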;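 also: green fluorescence of cells measured with 488 nm excitation and 530 nm emission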
VLA-4 antagonist – blocks LDV-FITC ligand binding to Mn2+-activated human VLA-4 integrin; Jurkat cells, LDV-FITC binding with Mn2+, flow cytometry; 100% = Mn2+-driven binding gain fully reversed; inhibition, % at 10 µM (by protocol); AID 529; P13612; hit rate 0.2% among 24,000;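 active = inhibition above 50%; inconclusive = compound itself fluorescent, judged against control cell fluorescence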;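 also: 0% = Mn2+ stimulated cells lacking compound and 100% = ligand binding without Mn2+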
Target sequence (P13612 whole entry, looked up): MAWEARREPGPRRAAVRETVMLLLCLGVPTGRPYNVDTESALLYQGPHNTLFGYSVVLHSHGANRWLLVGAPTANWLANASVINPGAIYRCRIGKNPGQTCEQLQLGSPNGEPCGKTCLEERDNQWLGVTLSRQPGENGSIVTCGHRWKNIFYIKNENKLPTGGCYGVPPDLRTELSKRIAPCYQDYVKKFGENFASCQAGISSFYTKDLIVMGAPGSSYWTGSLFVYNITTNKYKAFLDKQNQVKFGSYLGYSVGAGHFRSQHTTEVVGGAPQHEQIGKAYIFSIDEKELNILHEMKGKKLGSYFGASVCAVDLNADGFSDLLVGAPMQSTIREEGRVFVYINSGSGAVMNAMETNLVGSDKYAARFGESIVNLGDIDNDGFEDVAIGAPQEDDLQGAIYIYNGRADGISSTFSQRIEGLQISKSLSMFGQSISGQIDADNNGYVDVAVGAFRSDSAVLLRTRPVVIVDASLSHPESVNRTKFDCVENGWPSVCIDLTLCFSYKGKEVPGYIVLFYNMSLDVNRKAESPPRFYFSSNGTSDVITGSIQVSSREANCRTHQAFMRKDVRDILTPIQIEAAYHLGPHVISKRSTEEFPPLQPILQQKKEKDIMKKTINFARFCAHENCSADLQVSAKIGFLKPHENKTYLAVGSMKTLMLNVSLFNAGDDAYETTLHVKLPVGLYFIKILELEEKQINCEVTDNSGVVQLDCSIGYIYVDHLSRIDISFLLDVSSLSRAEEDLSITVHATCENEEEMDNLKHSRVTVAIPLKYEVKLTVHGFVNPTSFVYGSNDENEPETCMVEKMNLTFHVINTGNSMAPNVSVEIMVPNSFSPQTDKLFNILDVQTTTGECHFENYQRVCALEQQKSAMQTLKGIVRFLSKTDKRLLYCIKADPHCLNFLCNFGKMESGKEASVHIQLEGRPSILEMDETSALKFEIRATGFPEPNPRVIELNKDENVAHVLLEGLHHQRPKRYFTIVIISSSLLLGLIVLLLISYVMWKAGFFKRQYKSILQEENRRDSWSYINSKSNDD
VLA-4 allo ag – allosterically activates the human VLA-4 integrin | P13612 | Jurkat cells, LDV-FITC binding, flow cytometry | activation, % at 10 µM (by protocol) | 24,000 tested, under 10 active;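 active = fluorescent ligand binding to cells raised by more than 40% of the manganese-induced maximum; inconclusive = compound's own fluorescence above 85% of the ligand control signal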;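 also: 0% = ligand binding without compound and 100% = manganese-stimulated maximal binding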
* hit, by the source's call; u = inconclusive; x = no result given. This is a subset. The share of hits here may be higher or lower than overall.

Fields: LNCaP diff act	Jurkat autofluor	VLA-4 antagonist	VLA-4 allo ag
CCOC(=O)c1ccc(NC(=O)CN(c2ccc(C)cc2)S(=O)(=O)c2c(C)n[nH]c2C)cc1
    6	1	24	-11
Cc1noc(NS(=O)(=O)c2ccc(NC(=O)CSc3nc4c(cc3C#N)CCC4)cc2)c1C
    9	1.1	-33	7
O=C(c1ccc2c(=O)n(Cc3ccc4c(c3)OCO4)c(=S)[nH]c2c1)N1CCCCC1
    7	1.1	-4	1
Cc1cccc(CN2CCN(CC(=O)NCc3ccc(F)cc3)C2=O)c1
    16	1	-16	3
COC(=O)c1ccc(CSc2ncnc3c2nnn3-c2ccc(OC)cc2)o1
    14	1.2	1	-8
Cc1nc2ncnn2c(N2CCC(C(=O)NCC3CCCO3)CC2)c1Cc1ccccc1 (stereo unspecified)
    11	1.1	-14	5
CCN(CCNC(=O)C1CCCN(S(=O)(=O)CC)C1)c1ccccc1 (stereo unspecified)
    8	1.1	-6	8
O=C1c2cccnc2C(O)N1Cc1ccc(F)cc1 (stereo unspecified)
    6	1	-17	5
COc1cccc(C(=O)Nc2ncc3c(n2)CC(C)CC3=O)c1 (stereo unspecified)
    7	1.1	2	4
CN=CC1=C(O)c2ccccc2C1=O
    13	1.1	-5	-2
CCC(=O)NC(C)C(c1cccs1)N1CCN(c2ccccc2)CC1 (stereo unspecified)
    11	0.96	-12	2
Cc1cc(NC(=O)CSc2nnc(C3COc4ccccc4O3)o2)no1 (stereo unspecified)
    2	1	-4	2
Cc1cc(C)c(C)c(OCC(=O)NCC2CCCO2)c1 (stereo unspecified)
    7	1	-16	-2
CCN1CCN(C(C(=O)NC2CCCC2)c2ccc(Cl)cc2)CC1 (stereo unspecified)
    9	1	-11	1
COc1ccc(S(=O)(=O)Nc2ccc(F)c(Cl)c2)cc1OC
    x	1.1	-11	-4
O=C(NC(=O)c1cccc(OC(F)(F)C(F)F)c1)OC1CCS(=O)(=O)C1 (stereo unspecified)
    4	0.96	-2	-3
COc1ccc(-n2c(C)nc3c(cnn3-c3ccc(C)c(C)c3)c2=O)cc1
    7	1.1	5	0
Cc1ccc2c(c1)NC(=O)C(CC(=O)NCCCN1CCCCC1)O2 (stereo unspecified)
    11	0.8	u	u
O=C(O)C1C2C=CC(C2)C1C(=O)N1CCN(CCO)CC1 (stereo unspecified)
    7	0.91	5	-2
COC(=O)COc1cccc(NC(=O)COc2ccccc2)c1
    1	1.1	0	-6
CC1CCN(c2oc(-c3cccc4ccccc34)nc2C#N)CC1
    4	0.96	-3	0
Cc1ccc(-n2c(=O)cc(N3CCc4ccccc4C3)[nH]c2=O)cc1
    4	1.2	u	-8
COc1ccc(C2C(=O)c3ccccc3C2=O)c(OC)c1
    7	1.1	1	-3
Cc1ccccc1-n1nc2c(c1NC(=O)c1cc3ccccc3oc1=O)CS(=O)C2 (stereo unspecified)
    19	1.1	-20	-8
COc1ccc(CN2C(=O)CN(C3CCCCCC3)C(=O)C2c2ccc(OC)c(OC)c2)cc1 (stereo unspecified)
    18	1.1	u	u
CCCCN(Cc1ccccc1)C(=O)C1CCCN(S(=O)(=O)c2cnc[nH]2)C1 (stereo unspecified)
    14	1.1	-5	1
O=S(=O)(NCC1CCCO1)c1cc(Br)c(Br)s1 (stereo unspecified)
    20	1	-6	4
Nc1cccc(C(=O)O)c1
    3	0.96	-20	3
COc1ccccc1NS(=O)(=O)c1ccc(NC(=O)c2nc3ncccn3n2)cc1
    13	1.1	5	-3
O=C(CC(NCCN1CCOCC1)C(=O)O)Nc1cccc(Cl)c1 (stereo unspecified)
    2	1	-1	5
Cn1c(=O)c(=O)n(C)c2cc(S(=O)(=O)CCC(=O)N3CCOCC3)ccc21
    3	0.96	8	3
CCC1Oc2ccc(C)cc2N(CC(=O)NCc2cc(OC)ccc2OC)C1=O (stereo unspecified)
    15	0.99	10	-1
COCCCNC(=O)CCS(=O)(=O)Cc1ccc(C)cc1
    1	1.1	0	-5
C#CCN1C(=O)C(O)(CC(=O)c2cccc(OC)c2)c2ccccc21 (stereo unspecified)
    4	1.1	-20	6
CCOC(=O)C1CCN(C(C)=C2C(=O)c3ccccc3C2=O)CC1
    10	1.2	-7	-7
CCOC(=O)c1sc(=S)n(-c2ccc(F)c(F)c2)c1N
    11	0.99	-15	13
O=C(Nc1cccc(F)c1)c1cccc(S(=O)(=O)N2CCOCC2)c1
    13	1	-6	0
Cc1cc2c(c(=O)o1)C1(C(=O)N(CC(=O)O)c3ccccc31)C(C#N)=C(N)O2 (stereo unspecified)
    12	1.8	u	u
Cc1ccc(N(CC(=O)O)S(=O)(=O)c2cccc3nonc23)cc1
    16	1.1	5	3
COc1ccc(-n2c(Cc3cccn3C)nnc2SCC(=O)N2CCCC2)cc1
    13	1	8	0
CCN1CCN(CC(O)COc2cccc(OC)c2)CC1 (stereo unspecified)
    17	0.9	-22	10
CCCCOc1ccc(C(=O)N2CCC(C)CC2)cc1
    0	1	-18	-14
O=C(C1CC(c2ccc(F)cc2)=NO1)N1CCN(Cc2ccccc2)CC1 (stereo unspecified)
    3	0.98	-7	-8
CCCCNC(=O)CCn1c(=O)c2ccccc2n(CC(=O)Nc2ccccc2OCC)c1=O
    9	1.1	u	-7
COc1ccc(C(=O)OCCN=C2NS(=O)(=O)c3ccccc32)cc1OC
    8	1	-5	-1
CC12CC(NC(=O)N1c1cccc(C(=O)NCc3ccc4c(c3)OCO4)c1)c1cc(Cl)ccc1O2 (stereo unspecified)
    7	1.2	-4	0
CCn1cnc2sc(C(=O)Nc3ccc4c(c3)OCO4)c(C)c2c1=O
    12	1.1	-1	1
CC(=O)c1cccc(NS(=O)(=O)c2c(C)noc2C)c1
    7	1.1	-23	4
CC(=O)c1ccc(NC(=O)c2cc(CC(C)C)on2)cc1
    8	1	-1	-1
CCS(=O)(=O)NCCc1cc2ccc(C)cc2[nH]c1=O
    14	1	-2	1
CCCSc1nc(N)c(C#N)c(-c2ccc(C)cc2)c1C#N
    15	1.1	-34	10
CCCCn1c(SCC(=O)Nc2cc(C)on2)nc2ccsc2c1=O
    13	1.1	0	-3
CC(=O)C1=C(C)Nc2ncnn2C1c1cccc(OCc2ccccc2)c1 (stereo unspecified)
    2	1	-10	0
COc1ccc(C2CC(C(F)(F)F)n3ncc(C(=O)NCc4cccnc4)c3N2)cc1OC (stereo unspecified)
    7	1.1	2	1
CCN(C(=O)c1cc(Cl)ccc1OC)C1CCCCC1
    13	0.9	-12	2
COCc1cc(C)nc(SCC(=O)Nc2cccc3cccnc23)c1C#N
    4	1.1	-1	2
O=C(NCc1ccccc1)N[C@@H](Cc1ccccc1)C(=O)O
    1	1.1	-8	-5
CCOCCn1c(=O)c2c(nc3n2CCN3c2ccccc2)n(C)c1=O
    1	1.1	-6	5
CCSc1nnc2c(n1)OC(c1ccc(C(=O)O)cc1)N(C(C)=O)c1ccccc1-2 (stereo unspecified)
    2	1.1	-19	3
O=S1(=O)CC(N2CCOCC2)c2ccccc21 (stereo unspecified)
    16	1.1	-14	6

Exported comma-delimited: two of the compounds above.
SMILES,LNCaP diff act,Jurkat autofluor,VLA-4 antagonist,VLA-4 allo ag
CCCCOc1ccc(C(=O)N2CCC(C)CC2)cc1,0,1,-18,-14
O=C(C1CC(c2ccc(F)cc2)=NO1)N1CCN(Cc2ccccc2)CC1 (stereo unspecified),3,0.98,-7,-8

(further entries)
Fields: LNCaP diff act	Jurkat autofluor	VLA-4 antagonist	VLA-4 allo ag
COc1cc(C(=O)NCC(c2cccnc2)N2CCN(C)CC2)cc(OC)c1OC (stereo unspecified)
    1	1	8	6
CCCCNC(=O)c1nnn(-c2ccccc2)c1N
    5	1.1	-6	-4
N#Cc1cc2ccccc2nc1SCC(=O)Nc1ccccc1N1CCOCC1
    3	1.1	-14	-7
O=S(=O)(c1ccc(S(=O)(=O)N(Cc2ccco2)Cc2ccccc2Cl)cc1)N1CCCC1
    0	1.1	6	-6
COc1ccc(CC(=O)NCc2nnc(SCC(=O)Nc3nccs3)n2-c2ccccc2)cc1
    11	0.97	-4	5
COc1ccccc1N1CC(O)=C(c2nc3ccccc3c(=O)[nH]2)C1=N
    14	2	u	u
Cn1c(=O)c2c(nc(NCCCO)n2Cc2cccc(Br)c2)n(C)c1=O
    9	1	-3	-4
O=C(C1CCCCC1)N1CCN(S(=O)(=O)c2ccc(Cl)cc2)CC1
    4	1.1	-9	-1
O=C(Nc1ccc2c(c1)OCO2)c1cccc(Cl)c1
    2	0.99	-16	-2
c1coc(CN(Cc2cccs2)Cc2nnnn2C2CCCCC2)c1
    14	1	3	1
COc1ccc(-c2nc(CN3CCC(C(=O)N4CCc5ccccc54)CC3)c(C)o2)cc1OC
    2	1.1	u	u
CC(=O)Nc1ccc(OCC(O)CN2CCN(c3cccc(Cl)c3)CC2)cc1 (stereo unspecified)
    4	0.97	-6	0
CC(NC(=O)C1CCN(S(=O)(=O)N2CCCCCC2)CC1)c1ccccc1 (stereo unspecified)
    5	1	-44	2
Nc1nc(SCc2nc3scc(-c4cccs4)c3c(=O)[nH]2)n[nH]1
    4	1.1	-23	4
CC1=CC(C)(C)Nc2ccccc21
    9	0.93	-22	4
Cc1cccc(NC(=O)Cn2c(=O)n(C)c3ccccc32)c1
    8	1	-16	2
CCN1CCCC1CNC(=O)C1c2cc(OC)c(OC)cc2C(=O)N(C)C1c1cccnc1 (stereo unspecified)
    7	0.98	-7	0
Cc1c(C(=O)OCC2CCCO2)[nH]c2c1C(=O)CC(c1ccco1)C2 (stereo unspecified)
    12	1	30	1
Cc1cc(C)c(NC(=O)CSc2nnc(Cc3cccn3C)n2-c2ccc(F)cc2)c(C)c1
    10	1.4	u	u
O=C(NCCC1=CCCCC1)c1cc2c(s1)CS(=O)(=O)C2
    6	0.94	-16	1

Quoted from the listing:
O=C(C1CCCCC1)N1CCN(S(=O)(=O)c2ccc(Cl)cc2)CC1 – Jurkat autofluor = 1.1
CC1=CC(C)(C)Nc2ccccc21 – VLA-4 allo ag = 4
CCCCNC(=O)c1nnn(-c2ccccc2)c1N – LNCaP diff act = 5
O=C(NCCC1=CCCCC1)c1cc2c(s1)CS(=O)(=O)C2 – VLA-4 allo ag = 1

Remaining list, next part.
Fields: LNCaP diff act	Jurkat autofluor	VLA-4 antagonist	VLA-4 allo ag
CCOC(=O)C1CN(S(=O)(=O)c2ccc(C)cc2)CCN1S(=O)(=O)c1ccc(C)cc1 (stereo unspecified)
    12	1	-17	-6
CCN(CC(=O)NCc1cccs1)C(=O)c1cc(S(=O)(=O)N2CCOCC2)ccc1C
    6	0.91	-28	12
CCOC(=O)C1=C(C)N(c2nonc2NC(C)=O)C(N)=C(C#N)C1c1ccccc1F (stereo unspecified)
    15	1.1	3	2
Cc1ccc(-c2nn(-c3ccccc3)cc2C2SCC(=O)N2Cc2ccccc2)o1 (stereo unspecified)
    1	1	17	-4
CCOC(=O)C1CCCN(C(=O)c2cn(CC)c3ccc(S(=O)(=O)N(C)C)cc3c2=O)C1 (stereo unspecified)
    5	1	-23	-1
Clc1ccc(-c2nnc(SCc3nc(-c4ccccc4)no3)o2)cc1
    5	1.1	5	-2
CCSc1nnc(NC(=O)c2nn(C(C)C)c(=O)c3ccccc23)s1
    24	1.1	-6	6
CCc1ccc2[nH]c(=O)c(C(c3nnnn3CC3CCCO3)N3CCCc4ccccc43)cc2c1 (stereo unspecified)
    4	1.1	-13	1
Cc1ccc(CNC(=O)CS(=O)Cc2nc(-c3ccccc3C)oc2C)cc1 (stereo unspecified)
    12	1.1	u	u
COc1ccccc1CN1C(=O)CCC1(C)C(=O)NC1CCCCCC1 (stereo unspecified)
    4	1.1	-13	2
COc1ccc(NC(=O)CSc2ccccn2)cc1OC
    10	1	2	-2
CCN(CCCNS(=O)(=O)c1ccc2c(c1)oc(=O)n2C)c1cccc(C)c1
    18	1.1	-4	2
COc1ccc(CNc2oc(COc3ccccc3Cl)nc2C#N)cc1
    10	1.2	-13	0
CCOc1ccccc1C1C(C(N)=O)=C(C)Nc2nc(-c3cccc(C)c3)nn21 (stereo unspecified)
    9	1.1	4	-2
CCCn1c(SCC(=O)N2CCCc3ccccc32)nnc1-c1ccccn1
    1	1	0	-3
CCOc1ccc(C2c3c(oc4ccccc4c3=O)C(=O)N2c2ccccn2)cc1OC (stereo unspecified)
    11	0.83	u	u
CCOC(=O)c1cc(-c2ccc(N)cc2)sc1N
    15	1.2	-10	-10
CC1=NCCN1S(=O)(=O)c1ccc(Br)c(C)c1
    16	1.1	-22	0
CC(NS(C)(=O)=O)C(c1cccs1)N1CCN(c2ccccc2)CC1 (stereo unspecified)
    14	1.1	12	-1
O=C(O)CCn1[nH]c(=O)ccc1=O
    11	0.96	6	-6
Cc1cccc(N2CCN(C(=O)Cn3sc4nc(C)cc(C)c4c3=O)CC2C)c1 (stereo unspecified)
    2	1.3	u	u
CN(C)S(=O)(=O)NC(c1ccccc1)c1ccccc1
    8	1	-10	2
